High-throughput results: PubChem BioAssay, several laboratories
Runt-CBFb FRET = Runt domain-CBFb interaction inhibition; Cerulean-Runt/Venus-CBFb FRET ratio 530/480, 1 h; inhibition, % at 20 µM; hit rate 0.46% among 220,000; AID 1496;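 active = inhibition over about 50% at 20 µM in the single-dose screen, limit read from the data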;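 also: 0% = DMSO wells and 100% = excess unlabeled CBFb competitor control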
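Doses: 20 µM compound in 1% DMSO | Material: Cerulean-labeled Runt domain protein | Amount: Each fluorescent fusion protein 100 nM | Schedule: Two 1 h room-temperature incubations shielded from light | Measured by: FRET fluorescence | Evaluation: Loss of energy transfer signal | Controls: Unlabeled CBFb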
KLK5 inh = kallikrein 5 (human) inhibition; Q9Y337; recombinant hK5, fluorogenic AMC substrate cleavage; inhibition, % at 5 µM; hit rate 0.59% among 210,000; AID 873;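 active = inhibition of 40% or more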;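 also: 0% = enzyme controls without compound and 100% = no-enzyme blanks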
Target sequence (Q9Y337 67-293 limits assumed): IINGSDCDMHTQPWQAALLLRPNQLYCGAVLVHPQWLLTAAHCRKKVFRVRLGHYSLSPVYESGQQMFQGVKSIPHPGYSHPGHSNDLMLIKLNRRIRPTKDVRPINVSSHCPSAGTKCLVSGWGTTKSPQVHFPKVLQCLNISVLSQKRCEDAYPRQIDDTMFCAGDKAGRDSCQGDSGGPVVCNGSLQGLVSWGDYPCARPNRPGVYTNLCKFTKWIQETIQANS
Wee1 degr inh = human Wee1 degradation inhibition, primary screen. HeLa Luc-Wee1K328M stability, luciferase luminescence; 100% = proteasome inhibitor MG132 effect. reporter increase, % at 5 µM. hit rate 1.2% among 220,000;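 active = activation above the mean of all tested compounds plus 3 SD, set per screening run, cut at about 8.8% in these data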;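 also: cells exposed to compound for 20 h before luminescence read; 0% = DMSO alone and 100% = MG132 at 30 µM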
FXIIa inh 1536 = inhibitors of human coagulation factor XIIa | inhibition, % at 5 µM | purified FXIIa, Boc-QGR-AMC fluorogenic substrate, 2 h | hit rate 0.3% among 220,000 | AID 800 | P00748; in the data active = inhibition above about 40%;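 also: 0% = enzyme with no compound and 100% = blank without enzyme; many of its hits are not listed in these tables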
Target sequence (P00748 20-372 limits assumed): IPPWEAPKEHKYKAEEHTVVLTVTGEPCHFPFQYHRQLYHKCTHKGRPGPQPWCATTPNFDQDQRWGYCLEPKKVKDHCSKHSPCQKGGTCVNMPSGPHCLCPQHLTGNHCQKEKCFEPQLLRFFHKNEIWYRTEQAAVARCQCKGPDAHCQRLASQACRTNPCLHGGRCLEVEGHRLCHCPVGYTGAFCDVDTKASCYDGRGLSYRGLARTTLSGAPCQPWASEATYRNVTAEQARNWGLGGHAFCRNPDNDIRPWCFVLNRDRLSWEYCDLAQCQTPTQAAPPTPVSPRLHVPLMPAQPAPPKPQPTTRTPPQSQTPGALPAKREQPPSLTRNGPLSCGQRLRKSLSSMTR
Target sequence (P00748 373-615 limits assumed): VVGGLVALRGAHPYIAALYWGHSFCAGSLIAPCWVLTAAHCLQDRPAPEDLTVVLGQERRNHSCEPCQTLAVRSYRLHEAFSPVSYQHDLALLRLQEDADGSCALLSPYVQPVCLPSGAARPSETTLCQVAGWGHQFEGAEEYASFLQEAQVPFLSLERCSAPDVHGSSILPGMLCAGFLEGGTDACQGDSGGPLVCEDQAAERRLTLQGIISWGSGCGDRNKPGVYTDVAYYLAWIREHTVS
Runt-SMMHC FRET = blocks binding of human RUNX1 Runt domain to CBFb-SMMHC | Cerulean-Runt/Venus-CBFb-SMMHC FRET ratio 530/480, 1 h | hit rate 0.74% among 220,000 | Q01196+Q13951 | inhibition, % at 20 µM | AID 1434;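 active = mean inhibition across duplicate retests at 20 µM reaching about 50%, limit read from the data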;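 also: 0% = DMSO wells and 100% = wells with excess untagged CBFb-SMMHC; inhibitors lower the FRET ratio by blocking Runt binding to CBFb-SMMHC; some results filed as inactive read as strong as hits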
thrombin 1536 = thrombin (human) inhibition; P00734; alpha-thrombin, Boc-VPR-AMC fluorogenic substrate cleavage; inhibition, % at 5 µM; hit rate 0.26% among 220,000;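 active = inhibition at or above 40%; inactive = inhibition below 40%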;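 also: 0% = enzyme with no compound and 100% = wells without enzyme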
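System: Human alpha-thrombin protein | Medium: pH 7.5 Tris (50 mM) with NaCl 150 mM, Tween 20 0.05% | Times: Enzyme reaction carried out at room temperature | Detection: AMC fluorescence, 355/460 nm | Evaluation: Percent inhibition scaled between no-compound controls and no-enzyme blanks | Benchmarks: Enzyme without compound as high, wells lacking enzyme as low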
FXIa inh = factor XIa (human) inhibition | P03951 | purified FXIa, Boc-Glu-Ala-Arg-AMC fluorogenic substrate | inhibition, % at 5 µM | hit rate 0.14% among 220,000 | AID 798;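 active = inhibition of at least 40%; inactive = inhibition below 40%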;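 also: fluorescence of freed AMC excited at 355 nm; 0% = enzyme without compound and 100% = no enzyme blank; many of its hits are not listed in these tables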
14-3-3 Bad inh = disrupts binding of bovine 14-3-3 zeta to phospho-Bad peptide; P63103; TR-FRET 14-3-3zeta/Dy647-pBad peptide displacement, 1 h; inhibition, % at 21.7 µM; hit rate 0.71% among 220,000;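 active = inhibition above about 70%, limit read from the data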;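 also: 0% = full 14-3-3 plus peptide FRET controls and 100% = background without 14-3-3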
Hck-Nef inh = blocks Nef-activated human Hck kinase; P08631; Recombinant Hck-YEEI plus Nef, Z-Lyte FRET kinase assay; inhibition, % at 20 µM; hit rate 0.68% among 220,000; AID 463187;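 active = Hck-Nef kinase inhibition above about 50%, limit read from the data; inactive = inhibition below that limit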;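 also: 0% = DMSO with Hck plus Nef and 100% = Hck alone without Nef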
An asterisk follows results filed as active; · = not tested or not shown; [ ] = remark or other dose.

SMILES	Runt-CBFb FRET	KLK5 inh	Wee1 degr inh	FXIIa inh 1536	Runt-SMMHC FRET	thrombin 1536	FXIa inh	14-3-3 Bad inh	Hck-Nef inh
O=C(c1ccncc1)N(Cc1cc2ccccc2[nH]c1=O)C1CCCCC1	-1	5	0	12	-2	1	4	7	1
CC(OC(=O)c1snc(C(=O)NC2CCCCC2)c1N)C(=O)NC1CCCCC1 (centres undefined)	-2	-6	6	22	3	0	21	8	4
CC(C)Nc1nnc(SCC(=O)Nc2ccc(F)cc2)s1	0	-33	-3	25	-2	-3	22	4	1
NC(=O)OCC(COC(N)=O)c1ccccc1	-2	-9	0	6	4	·	7	-1	1
CC(C)c1nnc(SCc2ccc(CSc3nnc(C(C)C)n3N)cc2)n1N	-2	2	0	-2	-1	0	4	-2	1
CC1CCCCC1NC(=O)C1Cc2ccccc2CN1S(C)(=O)=O (centres undefined)	-2	-6	-1	-1	0	-2	0	1[fluorescence artefact?]	-4
Cc1ccc(OCC(=O)Nc2nnc(C3CCCO3)s2)c(Br)c1 (centres undefined)	0	0	2	8	-4	-1	-2	-6	24
N#CC1=C2SCN(c3ccccc3)CN2C(=O)CC1c1c(Cl)cccc1Cl (centres undefined)	8	3	-2	1	39	6	-3	0[fluorescence artefact?]	2
COc1ccc(/C=C/C(=O)NC(=S)NN2CCCCC2c2cccnc2)cc1OC (centres undefined)	4	-5	2	19	3	4	9	-6[fluorescence artefact?]	4
COc1cccc2c1C(CO)N1C(C#N)C3CC(C(=O)O)C(C1C2)N3C (centres undefined)	3	3	-1	6	3	0	2	11	17
Cc1nc(-n2nnc3cc(C)c(C)cc32)c2c3c(sc2n1)CCCC3	·	21	-3	13	-5	4	6	5	3
Cc1ccccc1OCCNc1cc(N2CCN(CCO)CC2)ccc1[N+](=O)[O-]	-5	1	2	11	-6	0	4	-10	17
Cc1ccc(C(=O)NCCc2cccs2)cc1	-3	3	-4	·	-4	-3	3	-3	-4
CCN1CCc2c(OCC(=O)N3N=C(c4cccs4)CC3c3ccc(F)cc3)cccc2C1=O (centres undefined)	-5	-1	0	10	0	-4	3	-5	1
CCCCCCc1cc2cc(S(=O)(=O)c3ccc(Cl)cc3)c(=O)oc2cc1O	6	-69	-1	-32	81*	-16	-3	-1	110*
Cn1ncc2c(NNC(=O)Cc3cccc4ccccc34)ncnc21	0	-13	2	11	6	-2	5	-11	6
Cc1cc(NC(=O)c2c(F)cccc2Cl)no1	0	-1	-1	3	-4	-2	-2	0	-22
O=C(CC12CC3CC(CC(C3)C1)C2)NC(=S)NCc1ccco1	7	-4	3	7	1	-8	-8	-6	4
COc1cccc(C2C(C#N)=C(N)SC(c3ccccc3)C2[N+](=O)[O-])c1 (centres undefined)	0	8	-2	2	2	-8	-4	-6	-31
CC(=O)Nc1ccc(Sc2ncnc3scc(-c4ccccc4)c23)cc1	12	-7	-3	-9	-5	-6	-5	-8	1
N#Cc1ccc(NC(=O)CCc2nc3ccccc3s2)cc1	1	-11	0	0	-1	-7	1	-9	6
O=C(O)CSCc1ccc(C(=O)O)o1	1	6	-3	-11	-4	-15	0	0	1
O=C(O)c1ccc(N/N=C/c2cc3cc4c(cc3nc2Cl)OCCO4)cc1	-30	1	-1	7	5	-8	-1	3	-10
CCOC(=O)C1CCCN(C(=O)c2ccccc2NC(C)=O)C1 (centres undefined)	0	5	-2	3	-2	-9	4	6	1
Cn1c(N)c(N=Nc2ccc(S(N)(=O)=O)cc2)c(=O)n(C)c1=O	-1	1	0	4	-4	-4	2	4	10
C1=CC2CC1CC2CNCc1ccco1 (centres undefined)	-3	-5	0	14	0	4	3	18	-1
COc1ccc(C2CC(=O)C=C(NCC3CCCO3)C2)cc1 (centres undefined)	0	1	-2	-7	0	-8	-8	3	1
O=C(OCc1nc2ccccc2s1)c1cccc(N2C(=O)CCC2=O)c1	0	-21	1	-6	-2	1	-5	-3	8
Cc1ccc(NS(=O)(=O)c2ccc3[nH]c(=O)[nH]c3c2)c(C)c1	0	-1	-1	4	0	-2	-6	3	22
CCn1c(C)[n+](CCOCC[n+]2c(C)n(CC)c3cc(Cl)c(Cl)cc32)c2cc(Cl)c(Cl)cc21	-15	-24	-2	2	5	-2	-1	27[fluorescence artefact?]	-1
O=c1[nH]c(-c2ccccc2O)nc2c1CCCC2	15	-55	-2	4	0	1	5	10[fluorescence artefact?]	-2
Cc1cc(C)cc(OCC(=O)NNC(=O)CCC(=O)NCc2ccccc2)c1	-3	-2	-2	20	0	5	11	5	1
CCOc1ccc(/C=N/Nc2nc(N3CCCC3)nc(N3CCCC3)n2)cc1OC	·	1	-1	20	-7	2	1	10	0
Cc1ccc(S(=O)(=O)N2CCN(C(=O)c3ccc(Cl)nc3)CC2)cc1	-2	-1	-4	6	-6	-5	-1	-17	0
CCC(C)(c1nnnn1-c1c(C)cccc1C)N(N=O)c1cccc(C(F)(F)F)c1 (centres undefined)	-1	-6	2	-8	0	-6	-2	-2[fluorescence artefact?]	0
CCc1cccc(C)c1NC(=O)CO/N=C(\N)CC(=O)NC1CCCCC1	0	-2	-2	3	-8	-31	-7	-4	17
CCOc1cccc(C(=O)Nc2cc(-c3nn4c(C)nnc4s3)ccc2C)c1	-7	0	0	19	4	-2	2	-3	22
CC(C)CCN1CCN(Cc2ccc3nsnc3c2)CC1CCO (centres undefined)	0	·	0	8	1	-7	1	-16	11
COc1ccccc1-c1nc(C#N)c(NCc2ccc(F)cc2)o1	-2	-16	-1	4	1	-5	-4	7	1
CCc1nnc(NC(=O)C2CCCN(S(=O)(=O)c3ccccc3)C2)s1 (centres undefined)	1	-17	3	-6	2	-7	-1	-7[fluorescence artefact?]	2
CC(=O)Nc1ccc(SCC(=O)Nc2ccc(Cl)cn2)cc1	13	-15	-3	1	2	-1	-2	70	25
COc1cc(NC(=S)Nc2ccc(S(=O)(=O)N3CCOCC3)cc2)cc(OC)c1OC	5	-3	-1	18	2	0	0	-6	-2
COC(=O)CSc1nc(-c2ccc(F)cc2)cc(C(F)(F)F)n1	-1	-2	0	6	2	3	2	5	4
CCSc1nc2ccccc2c(=O)n1-c1c(C)n(C)n(-c2ccccc2)c1=O	1	·	2	7	-3	-8	-6	-3	-12
Cc1ccc(-c2nnc(SCC(=O)N3CCCC3)o2)cc1C	-1	-27	2	10	6	2	-1	-8	-21
CCN1CCN(C(=O)CCc2nnc(CCCCc3ccccc3)o2)[C@@H](C)C1=O	0	-1	-3	10	-3	-10	-4	3	19
Fc1ccccc1CSc1ncn[nH]1	-1	-7	0	8	6	-6	0	14	8
O=C(O)c1ccnc(Cl)c1	1	-10	2	5	-1	-6	0	3[fluorescence artefact?]	-2
Cc1cc(C(=O)Oc2ccccc2C(=O)O)c(C)o1	-3	10	-1	9	4	3	7	5	-2
COC(=O)CCCCCN1C(=O)NC(c2ccccc2)C(C(=O)OCc2ccccc2)=C1C (centres undefined)	-6	-11	0	7	-3	0	2	1	0
CCn1cc(C(=O)NCc2ccc(C)o2)c2cc(OC)c(OC)cc2c1=O	2	0	0	19	2	4	4	-7	0
O=C(C[n+]1ccccc1)Nc1cc(C(F)(F)F)ccc1Cl	0	-7	-2	8	-6	-11	-2	-4	1
CCCC(=O)N1CCN(c2ccc(NC(=O)c3ccco3)cc2)CC1	2	10	-1	0	2	-2	-8	-6	1
COC(=O)c1cc(CNC(=O)c2ccc(O)c(Cl)c2)ccc1OC	1	0	1	0	0	-2	8	3[fluorescence artefact?]	2
O=[N+]([O-])c1ccccc1NCc1c(O)ccc2ccccc12	2	0	-1	11	-2	-1	3	0	20
CN(c1ccc(C(=O)N2CCOCC2)cc1[N+](=O)[O-])C1CCCCC1	-5	2	-1	19	-4	5	7	-11	1
CC(C)N1C(=S)N(Cc2ccco2)C(=O)C1CC(=O)Nc1ccccc1 (centres undefined)	3	0	3	3	1	-2	2	-9	16
COc1ccc(NC(=O)CNS(=O)(=O)c2ccccc2)cc1Cl	-2	-10	1	24	3	-1	18	·	0
CCCC(=O)NC(=S)Nc1ccc(NC(=O)c2cccs2)cc1	1	-21	-2	11	5	-2	-4	-1	-12
O=C(OCc1cncs1)c1cccs1	1	26	3	37	-4	16	28	-10	-12

Remaining list, next part.
SMILES	Runt-CBFb FRET	KLK5 inh	Wee1 degr inh	FXIIa inh 1536	Runt-SMMHC FRET	thrombin 1536	FXIa inh	14-3-3 Bad inh	Hck-Nef inh
CCO[C@H]1OC(C(=O)N2CCN(Cc3ccc4c(c3)OCO4)CC2)=C[C@@H](c2csc3ccccc23)[C@@H]1CCCO	-3	2	-3	10	0	-2	0	1	3
CC(C)(C)C(=O)Nc1sc2c(c1C(=O)Nc1ccccn1)CCCC2	-2	3	1	11	-1	-5	2	-1	18
CC1(C)CC2(CCO1)C(Nc1ccccc1)=NC(=S)N2CC(N)=O (centres undefined)	0	-2	1	9	-2	7	1	-1	-1
CCC(=O)c1ccc(OCCSc2ncccn2)cc1	-2	-3	2	7	-6	0	3	-11	0
CSC1=NCCN1C(=O)COc1ccccc1	2	-4	6	31	-2	-1	21	7	0
CCOc1ccc(/C=C/C(O)=C2/C(=O)NC3(C)CC2c2ccccc2O3)cc1OC (centres undefined)	-6	0	1	0	-2	-14	-5	2	15
c1ccc(-c2nnc(-c3ccccc3)o2)cc1	·	-1	7	10	0	-2	4	14	1
CN(C(=O)CSc1nnc(-c2ccccc2)o1)c1c(N)n(Cc2ccccc2)c(=O)[nH]c1=O	1	0	-1	5	-2	-2	-3	4	-3
O=C(Nc1cc(S(=O)(=O)N2CCOCC2)ccc1N1CCCC1)c1cccnc1Cl	1	-3	1	0	-4	-3	-2	2	11
O=C1CC(NNC(=O)c2ccccc2)C(=O)N1 (centres undefined)	-2	-15	3	1	2	-5	-1	-11	3
CCOC(=O)C1(CC2CCCCO2)CCN(Cc2cn[nH]c2-c2cccc(F)c2)CC1 (centres undefined)	-2	6	-4	12	1	-2	3	5	16

An excerpt of these results, with each value named:
CCC(=O)c1ccc(OCCSc2ncccn2)cc1
  Runt-CBFb FRET = -2
  KLK5 inh = -3
  Wee1 degr inh = 2
  FXIIa inh 1536 = 7
  Runt-SMMHC FRET = -6
  thrombin 1536 = 0
  FXIa inh = 3
  14-3-3 Bad inh = -11
  Hck-Nef inh = 0
CSC1=NCCN1C(=O)COc1ccccc1
  Runt-CBFb FRET = 2
  KLK5 inh = -4
  Wee1 degr inh = 6
  FXIIa inh 1536 = 31
  Runt-SMMHC FRET = -2
  thrombin 1536 = -1
  FXIa inh = 21
  14-3-3 Bad inh = 7
  Hck-Nef inh = 0

Entries above that bear a hit mark in Runt-SMMHC FRET.
SMILES	Runt-CBFb FRET	KLK5 inh	Wee1 degr inh	FXIIa inh 1536	Runt-SMMHC FRET	thrombin 1536	FXIa inh	14-3-3 Bad inh	Hck-Nef inh
CCCCCCc1cc2cc(S(=O)(=O)c3ccc(Cl)cc3)c(=O)oc2cc1O	6	-69	-1	-32	81*	-16	-3	-1	110*
